# RGS4 pot: RGS4 potentiation or activation | HEK293 M3R/inducible RGS4, carbachol calcium flux Fluo4; hits give low values | AID 463111 | B-score at 10 µM | 0.92% of 310,000 active;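 active means B-score of the integrated calcium signal more than 4 SD below the library mean, with starting fluorescence not abnormally high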;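 further: negative B-score means reduced calcium response which marks RGS4 activation or potentiation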
#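 Material: Inducible-RGS4 HEK293 cells carrying M3 receptor; also added: carbachol at ECmax as muscarinic agonist stimulus; incubation: compound preincubation 20 min at room temperature before agonist; signal: Fluo4-AM (2 µM) calcium-flux fluorescence, kinetic read; measure: integrated calcium ratio converted to B score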
# TRPC6 activator: activators of mouse TRPC6 channel; HEK293-TRPC6 membrane potential dye fluorescence; hits give high values; 0.13% of 310,000 active; Q61143; B-score at 10 µM;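 active means B-score of the integrated fluorescence ratio above library mean plus 3 SD, and starting fluorescence ratio within library mean plus 5 SD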;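 further: higher score means more depolarization so channel activation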
# Target sequence (Q61143 whole entry, looked up): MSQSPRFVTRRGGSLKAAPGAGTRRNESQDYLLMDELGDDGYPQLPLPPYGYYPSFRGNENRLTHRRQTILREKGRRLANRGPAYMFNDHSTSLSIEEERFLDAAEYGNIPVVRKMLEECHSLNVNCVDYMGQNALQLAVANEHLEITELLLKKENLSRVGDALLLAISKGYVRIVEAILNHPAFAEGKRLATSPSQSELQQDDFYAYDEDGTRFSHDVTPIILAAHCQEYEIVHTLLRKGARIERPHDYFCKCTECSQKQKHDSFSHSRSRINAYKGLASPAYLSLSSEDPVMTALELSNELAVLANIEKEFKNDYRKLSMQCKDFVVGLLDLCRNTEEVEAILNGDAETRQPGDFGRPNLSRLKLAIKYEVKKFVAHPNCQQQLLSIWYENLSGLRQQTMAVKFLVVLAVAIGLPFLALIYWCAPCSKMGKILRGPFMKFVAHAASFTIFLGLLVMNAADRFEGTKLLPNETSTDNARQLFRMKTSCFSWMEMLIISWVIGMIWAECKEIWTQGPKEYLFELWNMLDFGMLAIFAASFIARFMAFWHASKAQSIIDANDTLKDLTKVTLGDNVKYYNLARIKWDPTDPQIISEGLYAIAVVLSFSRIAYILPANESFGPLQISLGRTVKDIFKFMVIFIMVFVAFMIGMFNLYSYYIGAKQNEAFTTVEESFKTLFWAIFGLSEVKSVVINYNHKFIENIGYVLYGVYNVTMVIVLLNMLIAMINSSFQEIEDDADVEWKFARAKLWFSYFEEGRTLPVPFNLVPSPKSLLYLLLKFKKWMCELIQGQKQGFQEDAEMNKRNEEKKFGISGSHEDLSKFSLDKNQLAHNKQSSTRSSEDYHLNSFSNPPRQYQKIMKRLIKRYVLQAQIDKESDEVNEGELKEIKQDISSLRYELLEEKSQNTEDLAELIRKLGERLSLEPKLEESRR
# HIF act: HIF pathway transcriptional activation | 0.32% of 300,000 active | U2OS HRE-luciferase reporter, luminescence; normalized: DMSO 0%, desferrioxamine 100% | AID 1910 | activation, % at 7.5 µM (by protocol);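 active means mean activation of at least 10% of the iron chelator positive control signal, with at least half of replicates also reaching 10%; inconclusive means mean and replicate majority disagree about reaching 10%; inactive means mean and most replicates under 10%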
# MrgX1 ag: human MrgX1 receptor agonism, primary screen; Q96LB2; MrgX1-HEK293 cells, Fluo-4 calcium fluorescence, agonist mode; hits give high values; B-score at 10 µM; 0.44% of 310,000 active; AID 588627;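 active means calcium response B-score plate-corrected fluorescence ratio at least 3 library SD, with starting fluorescence B-score inside 5 SD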
#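 Assay system: stable human MrgX1 HEK293 cell line. Quantity: 15,000 cells per well. Schedule: cells plated overnight, dye loaded 0.5 h 37 °C, 0.5 h room temperature. Detection: Fluo-4 NW calcium-flux fluorescence, kinetic read. Read-out basis: peak-minus-minimum fluorescence over baseline, converted to B scores. Control set: positive and negative control wells on each plate.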
# SKKanGAS inh: inhibitors of SKKanGAS S. pyogenes growth in kanamycin (SK-promoter or general growth effect); inhibition, % at 7.5 µM; BacTiter-Glo, 6 h; 1.3% of 300,000 active;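 active means mean replicate score, as percent of positive control median, at least 50; inconclusive means mean below 50 but one replicate at or above 50; inactive means mean and every replicate below 50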;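 further: strain carries kanamycin resistance gene driven by streptokinase promoter and grows in 40 µg/ml kanamycin; loss of luminescence reflects streptokinase promoter inhibition or plain growth inhibition; 0% = median of DMSO wells and 100% = positive control at its reference dose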
# TRPC6 inh: blocks the mouse TRPC6 cation channel | Q61143 | HEK293-TRPC6, membrane potential dye, ACh-evoked depolarization; hits give low values | B-score at 10 µM | 1.1% of 310,000 active | AID 2553;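 active means B-score under library mean minus 3 SD, initial fluorescence not abnormally high, positive integrated signal ratio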;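 further: B-score derived from integrated fluorescence ratio over the kinetic read; more negative B-score means stronger inhibition of depolarization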
# TRPC4 inh: inhibitors of mouse TRPC4 channel; HEK293 TRPC4beta/mu-opioid, DAMGO-evoked Fluo4 calcium flux; hits give low values; B-score at 10 µM; 0.39% of 300,000 active;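 active means B-score over 3 SD under the library average, no early fluorescence shift, positive overall ratio signal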
#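 Material: HEK293 cells with stable TRPC4beta plus mu-opioid receptor expression; probe or stimulus: DAMGO in two steps, submaximal then maximal; technique: Fluo4 calcium fluorescence by kinetic imaging, 5 s 1 Hz baseline; measure: integrated fluorescence ratio relative to baseline, converted to per-well B score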
# Platelet DG rel: platelet dense granule release activity | human platelet-rich plasma, SFLLRN dense granule ATP release, luminescence | inhibition, %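 (compounds screened at 7.5 µM in platelet-rich plasma)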 | 0.22% of 300,000 active | AID 1663;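 active means mean replicate score, as percent of positive control, at or above 50; inconclusive means mean below 50 but at least one replicate at or above 50; inactive means mean and every replicate below 50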
# RGS4 inh: inhibitors of human RGS4 | HEK293 M3R/RGS4 inducible, Fluo-4 calcium flux; hits give high values; triggered by carbachol at its EC20 | B-score at 10 µM | AID 463165 | 0.45% of 310,000 active | P49798;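 active means B-score, a plate-corrected calcium signal, over three deviations above library mean, with baseline fluorescence within five deviations of library mean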;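 further: RGS4 expression induced by doxycycline in cells with stable M3 receptor; B-score is computed from the integrated fluorescence ratio over baseline after carbachol; higher B-score means a larger calcium signal and so more RGS4 inhibition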
# Target sequence (P49798 whole entry, looked up): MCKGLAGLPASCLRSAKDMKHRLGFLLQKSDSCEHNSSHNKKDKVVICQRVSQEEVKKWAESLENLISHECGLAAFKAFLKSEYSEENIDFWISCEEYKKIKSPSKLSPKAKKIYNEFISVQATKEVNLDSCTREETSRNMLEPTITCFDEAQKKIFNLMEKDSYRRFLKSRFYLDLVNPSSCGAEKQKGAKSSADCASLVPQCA
# MrgX1 antagonist: human MrgX1 receptor antagonism, primary screen; B-score at 10 µM; 1.3% of 310,000 active; MRGX1-HEK293 calcium flux, Fluo-4, BAM8-22 antagonism; hits give low values; AID 588676; Q96LB2;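 active means calcium-response B-score plate-corrected more than 3 library SD below zero, starting fluorescence within 5 deviations, no agonist response on first addition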;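 further: peak minus trough fluorescence over baseline after final BAM8-22 challenge near maximal dose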
# MrgX1 allo act: human MrgX1 positive allosteric modulation, primary screen; AID 588675; B-score at 10 µM; MrgX1-HEK293, Fluo-4 calcium flux, FDSS; hits give high values; 0.63% of 310,000 active; Q96LB2;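 active means plate-corrected calcium response at least 3 library SD above typical, normal starting fluorescence, not activating the receptor alone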;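 further: compound read alongside a low EC10 to EC30 dose of BAM8-22 agonist; peak minus trough fluorescence over baseline measured at the second addition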
# * marks the source's active call; other numbers are inactive results; i = inactive; ? = inconclusive; · = not tested or not shown. Hits appear at their usual frequency; 6.1% or so of the library scored in one or more.
SMILES,RGS4 pot,TRPC6 activator,HIF act,MrgX1 ag,SKKanGAS inh,TRPC6 inh,TRPC4 inh,Platelet DG rel,RGS4 inh,MrgX1 antagonist,MrgX1 allo act
CCCCc1c(C)nc2ccccc2c1SCCC#N,i,i,-0.1,i,9,i,i,-3,i,i,i
CC(=O)c1c2c3c(c(Br)ccc3n(C)c1=O)C(=O)c1ccccc1-2,i,i,0.3,i,4,i,i,?,i,i,i
Cc1ccc(SCCNC(=O)/C=C/c2ccc([N+](=O)[O-])cc2)cc1,i,i,0.4,i,-9,i,i,8,i,i,i
C=CCn1c(=O)c2c(nc3n2CCN3c2cccc(Cl)c2C)n(C)c1=O,i,i,0.8,i,4,i,i,1,i,i,i
COc1ccc2[nH]cc(CCNC(=O)CS(=O)(=O)Cc3ccccc3)c2c1,i,i,-0.3,i,0,i,i,-19,i,i,i
Cc1ccc2nc(SCC(=O)Nc3nonc3N)[nH]c2c1,i,i,0.5,i,-21,i,i,0,i,i,i
CC1=CC=CC2=NC(=O)CC(C)(C(=O)N(CC(=O)NC(C)C)C3CCCC3)N12 (centres undefined),i,i,0.0,i,-5,i,i,0,i,i,i
CSc1cccc(NC(=O)CSc2ncccc2C(=O)Oc2cccc([N+](=O)[O-])c2)c1,i,i,0.2,i,8,i,i,2,i,i,i
Cc1cc(N/N=C\c2ccc(Br)cc2)nc(-n2nc(C)cc2C)n1,i,i,-0.6,i,102*,i,i,5,i,i,i
COc1cccc(N2C(=O)Nc3ccc(Br)cc3C2(O)C(=O)NCCCN(C)C)c1 (centres undefined),i,i,-2.7,i,-4,i,i,2,i,i,i
Cc1ccc(S(=O)(=O)NCc2csc(-c3cccs3)n2)cc1,i,i,-0.2,i,-6,i,i,-43,i,i,i
OCC1(CC2CCCCO2)CCN(Cc2ccccc2-c2ccco2)CC1 (centres undefined),i,i,-0.1,i,1,i,i,3,i,i,i
NC(N)=Nc1nc(-c2ccccc2)c2cc(Cl)ccc2n1,i,i,0.7,i,2,i,i,-14,i,i,i
CC(=O)Nc1ccc(S(=O)(=O)N2CCC(C(=O)O)(c3ccccc3)CC2)cc1,i,i,-0.6,i,-2,i,i,-10,i,i,i
CCC(c1nnnn1CCc1ccccc1)N(Cc1ccco1)Cc1cc2cc(C)cc(C)c2[nH]c1=O (centres undefined),i,i,-0.6,i,30,i,i,6,i,i,i
COc1ccc(/C=C\C(=O)NCC(=O)N/N=C/c2cccc(OC)c2O)cc1,i,i,-0.1,i,2,i,i,-1,i,i,i
O=C(Nc1ccccc1Cl)c1cnccn1,i,i,0.5,i,-15,i,i,-8,i,i,i
COc1ccc(N2CCN(CCNC(=O)c3ccc4c(c3)[nH]c(=S)n3c5ccccc5nc43)CC2)cc1,i,i,-0.6,i,0,i,i,-3,i,i,i
COc1ccc(C2CC(=O)c3cnc(NC(=O)c4ccccc4)nc3C2)cc1OC (centres undefined),i,i,-0.3,i,-7,i,i,-4,i,i,i
COc1ccc(/C(C)=N/NC(=O)c2nnn(-c3nonc3N)c2-c2cccs2)cc1,i,i,-0.7,i,-3,i,i,8,i,i,i
Cc1ccccc1OCC(=O)OC(C(=O)c1ccccc1)c1ccccc1 (centres undefined),i,i,-0.1,i,3,i,i,4,i,i,i
CCCCCOc1ccc(C(=O)CCN2CCOCC2)cc1,i,i,-1.2,i,-2,i,i,1,i,i,i
CCOc1ccc2ccccc2c1C(=O)NCC(c1ccc(N(C)C)cc1)N(C)C (centres undefined),i,i,-0.6,i,2,i,i,-10,i,i,i
CN(C)c1ccc(CNC(=O)C2CCN(S(=O)(=O)c3ccc4c(c3)CCC(=O)N4)CC2)cc1,i,i,·,i,-1,i,i,-15,i,i,i
CC(C)COc1ccc(N)cc1OCC(C)C,i,i,-0.2,i,-1,i,i,14,i,i,i
COc1ccc(/C=N/NC(=O)CN2CCCCCCC2)c(C)c1C,i,i,-0.1,i,2,i,i,8,i,i,i
Cc1cc(=O)oc2cc(NC(=O)c3ccnn3C)ccc12,i,i,1.1,i,-2,i,i,11,i,i,i
O=C(COC(=O)/C=C/c1ccco1)Nc1ccccc1,i,i,0.0,i,-1,i,i,-14,i,i,i
COc1ccc(-c2cc3ccccc3n2CC(O)CN2CCCCC2)cc1 (centres undefined),i,i,0.1,i,13,i,i,0,i,i,i
Nc1nonc1-n1nnc(C(=O)N/N=C\c2ccncc2)c1CN1CCCCC1,i,i,0.4,i,8,i,i,5,i,i,i
Cc1cccc(/C(N)=N/OC(=O)C23CC4CC(CC(C4)C2)C3)c1,i,i,1.7,i,0,i,i,-55,i,i,i
Cc1cc(C)nc(SCSc2nc(C)cc(C)n2)n1,i,i,-0.4,·,0,i,i,10,i,·,·
Oc1ccc(C[C@@H]2CNCCN2CCc2cccc(F)c2)cc1,i,i,1.1,i,1,i,i,-2,i,i,i
Cc1cc(N2Cc3ccccc3C2)ccc1C=O,i,i,2.5,i,0,i,i,3,i,i,i
Cc1ccc(S(=O)(=O)Nc2c(NC3CCCCC3)c3ccccc3oc2=O)cc1C,i,i,-0.8,i,-4,i,i,-3,i,i,i
COc1ccccc1N1C(=O)CSC1=S,i,i,-1.1,i,10,i,i,2,i,i,i
Cc1c(C(=O)O)nnn1-c1ccccc1,i,i,-0.1,i,-3,i,i,-15,i,i,i
Cc1cnc(C(=O)Nc2ccc(S(=O)(=O)N(C(C)C)C(C)C)cc2)cn1,i,i,0.6,i,3,i,i,-3,i,i,i
CSc1cccc(NC(=S)NN(C)C)c1,i,i,0.9,i,5,i,i,-1,i,i,i
COC(=O)c1cccc(C(=O)N2CCCC(C(=O)c3ccccc3OC)C2)c1 (centres undefined),i,i,-0.1,i,17,i,i,-7,i,i,i
COc1ccc(-c2noc(C3CCCN(C(=O)Nc4ccccc4F)C3)n2)cc1 (centres undefined),i,i,2.5,i,-6,i,i,-1,i,i,i
O=C(OC1CCOC1=O)c1cccc(S(=O)(=O)N2CCc3ccccc3C2)c1 (centres undefined),i,i,-0.9,i,1,i,i,3,i,i,i
CC1(C)Cc2nc(-c3ccccc3)nc(SCC(=O)N3CCCC3)c2CO1,i,i,-0.5,i,-3,i,i,5,i,i,i
COc1ccccc1NC(=O)c1ccccc1NC(=O)c1cccs1,i,i,0.0,i,-5,i,i,6,i,i,i
CCC(=O)NC(=S)Nc1ccc(NC(=O)c2ccc(Br)o2)cc1,i,i,0.6,i,-1,i,i,2,i,i,i
COC(=O)c1cc(CN2CCN(c3ccccc3C)CC2)ccc1O,i,i,0.1,i,3,i,i,4,i,i,i
O=C(O)c1ccccc1NS(=O)(=O)c1ccc(NNC(=S)Nc2ccc(OC(F)F)cc2)c([N+](=O)[O-])c1,-12*,i,-0.4,·,-3,i,i,1,i,·,·
CCCCCN(C(=O)COC(=O)c1ccc(Br)o1)c1c(N)n(CCCC)c(=O)[nH]c1=O,i,i,-0.7,i,7,i,i,-7,i,i,i
CC1CN(CC(=O)NCc2ccc(F)cc2)CC(C)O1 (centres undefined),i,i,-0.1,i,-4,i,i,-4,i,i,i
CC(C)CNS(=O)(=O)c1ccc(CCC(=O)NCc2ccncc2)cc1,i,i,-0.2,i,-2,i,i,0,i,i,i
CCOc1cc(CC(=O)N[C@@H](CC(C)C)c2ccccc2N2CCCCC2)ccc1C(=O)O,i,i,1.2,i,16,i,i,1,i,i,i
CN(Cc1ccccc1F)C(=O)c1ccc2c(=O)n3c(nc2c1)CCC3,i,i,0.4,i,7,i,i,-1,i,i,i
S=c1[nH]nc(-c2ccncc2)n1/N=C/c1cccc(Cl)c1,i,i,-0.2,i,23,i,i,3,i,i,i
O=C(Cc1ccc([N+](=O)[O-])cc1)NCc1ccccn1,i,i,0.4,i,1,i,i,-8,i,i,i
Cc1ccc(NC(=O)CCCSc2ccccc2)cc1S(=O)(=O)N1CCOCC1,i,i,-0.1,i,-13,i,i,2,i,i,i
COc1cccc(CN2CCN(Cc3nc(-c4cccs4)oc3C)CC2CCO)c1 (centres undefined),i,i,0.2,i,-9,i,i,-2,i,i,i
Cc1cccc(-n2c(=O)cc(N3CCN(c4ccc(F)cc4)CC3)[nH]c2=O)c1,i,i,-0.1,i,-5,i,i,-20,i,i,i
O=C(NCc1ccccc1)N1CCOc2ccccc21,i,i,-0.5,i,3,i,i,6,i,i,i
Cc1ccccc1C(=O)Nc1cccc(NC(=O)c2ncn[nH]2)c1,i,i,-0.2,i,6,i,i,4,i,i,i
O=c1[nH]c2ccccc2c(O)c1Cc1ccccc1,i,i,-0.1,i,16,i,i,0,i,i,i

# Next part
SMILES,RGS4 pot,TRPC6 activator,HIF act,MrgX1 ag,SKKanGAS inh,TRPC6 inh,TRPC4 inh,Platelet DG rel,RGS4 inh,MrgX1 antagonist,MrgX1 allo act
Cc1c(Cc2ccccc2)c(=O)oc2cc(OCC(=O)NCC(O)c3ccccc3)ccc12 (centres undefined),i,i,0.0,i,2,i,i,-3,i,i,i
CC(=O)c1c(C)[nH]c(C(=O)N(C)CC(=O)Nc2ccc(Cl)c(C(F)(F)F)c2)c1C,i,i,-0.4,i,-2,i,i,-10,i,i,i
Cc1cc(NC(=O)CSc2nnc(CNC(=O)c3c(F)cccc3F)o2)no1,i,i,-0.1,i,-1,i,i,-14,i,i,i
CC(OC(=O)CNC(=O)c1cccs1)C(=O)Nc1ccc(S(N)(=O)=O)cc1 (centres undefined),i,i,-44,i,15,i,i,-2,i,i,i
CCOC(=O)c1ccc(NC(=S)N2CCSC2c2c(F)cc(F)cc2F)cc1 (centres undefined),i,i,-0.3,i,5,i,i,-13,i,i,i

# Exported as tab-separated lines: entries from further up.
Structure	RGS4 pot	TRPC6 activator	HIF act	MrgX1 ag	SKKanGAS inh	TRPC6 inh	TRPC4 inh	Platelet DG rel	RGS4 inh	MrgX1 antagonist	MrgX1 allo act
O=c1[nH]c2ccccc2c(O)c1Cc1ccccc1	i	i	-0.1	i	16	i	i	0	i	i	i
Cc1c(Cc2ccccc2)c(=O)oc2cc(OCC(=O)NCC(O)c3ccccc3)ccc12 (centres undefined)	i	i	0.0	i	2	i	i	-3	i	i	i

# Screening results deposited in PubChem by several laboratories.
